miR122 inh: miR-122 Renilla sensor signal increase in Huh7, primary screen, miR-122 inhibitor project, cell-based, single point, plate reader; Huh7 miR-122 Renilla luciferase sensor, 48 h; neutral wells = 0, positive control = 100; activation (reporter increase), % at 12.5 µM; actives 0.3% (n = 340,000); AID 602342, 2012;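 active = mean replicate activation score at least 90 and every replicate individually at or above 90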;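 note: higher luciferase means less miR-122 activity so hits act as miR-122 inhibitors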
ERp5 inh: inhibitors of ERp5-driven insulin aggregation, primary screen, biochemical, turbidity, absorbance 650 nm, single point. 90 min. actives 0.05% (n = 350,000). Protein disulfide-isomerase A6 (Homo sapiens), Q15084. inhibition, % at 9.99 µM;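 active = mean replicate inhibition above about 25%, with every replicate also reaching it, limit read from the data, passing the limit was not always enough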
Target sequence (Q15084 whole entry, looked up): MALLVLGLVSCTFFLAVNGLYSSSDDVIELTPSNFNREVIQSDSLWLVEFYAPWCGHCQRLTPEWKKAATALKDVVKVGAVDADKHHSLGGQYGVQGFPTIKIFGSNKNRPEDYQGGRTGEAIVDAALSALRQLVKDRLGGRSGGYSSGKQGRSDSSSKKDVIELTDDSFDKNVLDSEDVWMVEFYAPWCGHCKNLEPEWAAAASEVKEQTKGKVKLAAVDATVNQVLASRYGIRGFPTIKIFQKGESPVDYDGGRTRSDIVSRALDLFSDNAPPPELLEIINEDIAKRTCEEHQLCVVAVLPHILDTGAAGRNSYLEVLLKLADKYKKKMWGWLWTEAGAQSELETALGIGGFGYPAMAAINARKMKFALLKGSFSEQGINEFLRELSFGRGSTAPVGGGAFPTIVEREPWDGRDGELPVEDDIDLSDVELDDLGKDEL
Cneo AK release: Cryptococcus neoformans cell lysis inducers, primary screen, AK release luminescence, single concentration; lysis activity, % at 15 µM; actives 0.2% (n = 360,000); C. neoformans lysis, adenylate kinase release luminescence, 4 h; normalised: neutral wells 0, clomiphene wells 100;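 active = mean lysis activity across replicates of at least 80%, whatever share of replicates individually reach that level; inactive = mean lysis activity below 80%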
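Schedule: static 4 h at 37 °C with compound, 1 h detection; system: C. neoformans cells; benchmarks: Clomiphene as positive control; buffer or medium: fresh YPD medium; measure: luminescence rise reflecting yeast cell lysis; measured by: luminescent adenylate kinase detection reagent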
esBAF inh: Bmi1 luciferase reporter increase in mESCs, primary screen, esBAF inhibitor project, mouse ES cells, Bmi1 luciferase knock-in, single point; reporter increase, % at 12.5 µM; 24 h; 100% = twice the neutral-well signal; actives 2% (n = 350,000); AID 602393, 2012; in the data active = activation above about 40%;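 note: 0% = median of the plate's neutral control wells and 100% = double that signal; a rise in the Bmi1 reporter signal indicates esBAF inhibition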
C2C12 statin: suppressors of statin myotoxicity in C2C12 myotubes, primary screen, cell-based, single point, plate reader; C2C12 myotubes + simvastatin, ATP luminescence, 48 h; scaled: DMSO 0, geranylgeraniol control 100; actives 0.78% (n = 330,000); rescue of ATP level, % at 7.49 µM;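 active = mean ATP rescue above about 67%, or every replicate alone reaching that limit, limit read from the data, passing the limit was not always enough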;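 note: myotubes were challenged with 10 µM simvastatin during compound exposure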
SIRT5 inh: SIRT5 desuccinylase inhibitors, primary screen, biochemical, fluorescence imaging, single point, set 5; Purified SirT5, succinyl-peptide AMC, trypsin-coupled fluorescence; inhibition, % at 15 µM; actives 1.1% (n = 330,000); NAD-dependent protein deacylase sirtuin-5, mitochondrial (Homo sapiens), Q9NXA8; in the data active = inhibition above about 15%
Target sequence (Q9NXA8 whole entry, looked up): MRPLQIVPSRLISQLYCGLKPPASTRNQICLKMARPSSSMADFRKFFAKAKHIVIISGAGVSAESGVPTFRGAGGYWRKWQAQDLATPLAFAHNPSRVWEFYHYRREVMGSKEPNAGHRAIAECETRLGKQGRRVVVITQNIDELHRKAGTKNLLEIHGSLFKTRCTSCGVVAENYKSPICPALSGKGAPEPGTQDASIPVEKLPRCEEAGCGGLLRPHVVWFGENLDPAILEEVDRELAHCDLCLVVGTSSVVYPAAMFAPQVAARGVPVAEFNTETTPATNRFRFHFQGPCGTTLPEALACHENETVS
ARNT-TACC3 inh: disruptors of ARNT/TACC3 protein interaction, primary screen, biochemical, AlphaScreen, single concentration | inhibition, % at 9.99 µM | Transforming acidic coiled-coil-containing protein 3 (Homo sapiens), Q9Y6A5 | actives 0.66% (n = 390,000) | AID 623870, 2012 | AlphaScreen His-ARNT PAS-B/GST-TACC3 binding, luminescence; TACC3 fragment carries E629A point mutation;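 active = mean inhibition of replicates at least 50% and at least half of replicates each reaching 50%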;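 note: 0% = complete ARNT plus TACC3 wells and 100% = ARNT alone without TACC3; many hits fall short of the cut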
An asterisk follows results filed as active; · = not tested or not shown; [ ] = remark or other dose.

SMILES	miR122 inh	ERp5 inh	Cneo AK release	esBAF inh	C2C12 statin	SIRT5 inh	ARNT-TACC3 inh
O=C(O)CCCC(=O)Nc1ccccc1-n1ccnc1	-4	·	-1	1	-1	·	-3
Cc1ccc(S(=O)(=O)NCCCN(C)C)cc1	0	·	-1	-4	-10	·	0
COCCCNC(=O)c1ccc2sc([C@@H]3O[C@H](CO)[C@H](O)[C@H](O)[C@H]3O)nc2c1	2	-2	-1	-4	5	·	·
CO[C@@H](CN(C)C(=O)c1ccc2c(c1)OCO2)[C@H](C)CN([C@@H](C)CO)S(=O)(=O)c1ccccc1	·	1	-3	5	6	0	-3
CNC(=S)N/N=C(\C)c1ccc2c(c1)OCCO2	-4	-3	18	·	·	2	5
O=C(OCC(=O)N1CCN(C(=O)c2ccco2)CC1)c1cccc(F)c1	·	3	-1	8	2	-5	2
CCN(C[C@H]1N[C@@](C)(C(=O)OC)[C@H]2C(=O)N(C)C(=O)[C@@H]12)C(=O)Nc1ccccc1	1	-11	0	1	1	-4	-4
CCn1c(CN2CCN(c3ccc(OC)cc3)CC2)nc2cc(S(=O)(=O)N(C)C)ccc21	·	-9	-1	-3	0	0	7
CCN(CC)c1ccc(/C=C(\C#N)C(N)=S)cc1	·	4	·	·	·	1	22
Cc1ccc(C(=O)N(CC(=O)NC2CCCC2)c2ccc(F)cc2)s1	·	-1	2	-2	15	2	-2
Cc1cccc(S(=O)(=O)N2CC[C@@H]3[C@H](CO)N(C)c4ccc(Br)cc4[C@@H]32)c1	7[16.7 µM]	12	-2	-1	52	1	1
O=C(Nc1ccc(N2CCOCC2)cc1)C1(S(=O)(=O)c2ccccc2)CC1	-1	·	-6	-2	6	·	-2
O=C(c1cc(-c2ccccc2)nc2ccccc12)N1CCN(c2ccccn2)CC1	0	·	5	12	32	·	6
O=C(CN1C(=O)C2CCCCC2C1=O)Nc1nc(-c2ccccn2)cs1 (stereo not drawn)	3	·	-5	·	10	·	75*
CCc1cnc(N2[C@H](C#N)[C@@H](c3ccc(C4=CCCCC4)cc3)[C@@H]2CO)s1	·	1	-4	-1	12	-2	16
CCOC(=O)N1CCC(N2Cc3cccc(C(=O)Nc4ccccc4OC)c3C2=O)CC1	-4	2	15	1	-22	-6	13
C[C@H](CO)N1C[C@H](C)[C@H](CN(C)C(=O)Nc2ccc(F)cc2)Oc2ccc(NC(=O)Nc3ccc(F)cc3)cc2C1=O	-1[16.7 µM]	0	-2	-4	-1	24*	-5
COc1ccc(S(=O)(=O)N(C)C[C@H]2Oc3ccc(NC(=O)Nc4ccc5c(c4)OCO5)cc3C(=O)N([C@H](C)CO)C[C@@H]2C)cc1	-4	4	4	8	1	·	-12
Cc1ccc(NC(=O)CSCC(=O)Nc2cc(S(=O)(=O)N3CCOCC3)ccc2OC(C)C)cc1	-4	1	-2	-6	5	1	10
N#CC1(NC(=O)CSc2nc3ccccc3s2)CCCCC1	6	-4	2	18	-6	0	2

Structural class, the entries above containing a halogen.
SMILES	miR122 inh	ERp5 inh	Cneo AK release	esBAF inh	C2C12 statin	SIRT5 inh	ARNT-TACC3 inh
O=C(OCC(=O)N1CCN(C(=O)c2ccco2)CC1)c1cccc(F)c1	·	3	-1	8	2	-5	2
Cc1ccc(C(=O)N(CC(=O)NC2CCCC2)c2ccc(F)cc2)s1	·	-1	2	-2	15	2	-2
Cc1cccc(S(=O)(=O)N2CC[C@@H]3[C@H](CO)N(C)c4ccc(Br)cc4[C@@H]32)c1	7[16.7 µM]	12	-2	-1	52	1	1
C[C@H](CO)N1C[C@H](C)[C@H](CN(C)C(=O)Nc2ccc(F)cc2)Oc2ccc(NC(=O)Nc3ccc(F)cc3)cc2C1=O	-1[16.7 µM]	0	-2	-4	-1	24*	-5

New compounds follow
SMILES	miR122 inh	ERp5 inh	Cneo AK release	esBAF inh	C2C12 statin	SIRT5 inh	ARNT-TACC3 inh
CCCCn1nnnc1SCC(=O)NC1CCCCC1	·	-2	-1	3	-5	-6	·
CNC[C@@H]1Oc2c(NC(=O)c3cc(C)nn3C)cccc2C(=O)N([C@H](C)CO)C[C@@H]1C	-1[16.7 µM]	-7	0	-3	1	-2	-4
CCC(=O)NCCc1nc2cc(NC(=O)c3cccs3)ccc2n1C	·	1	·	·	·	-10	-4
O=C(COc1ccc(-c2nnco2)cc1)Nc1ccc(F)c(Cl)c1	-5	2	-1	·	-7	-2	-6
O=C(C1CC1)N1CCCCN2[C@@H](CO)[C@@H](c3ccc(C#CC4CC4)cc3)[C@@H]2C1	18[16.7 µM]	1	-1	·	·	3	1
CC1C(=O)NN=C1c1ccc([N+](=O)[O-])cc1 (stereo not drawn)	·	-1	·	·	·	1	0
CN(C)CC(c1ccccc1)c1ccccc1	-4	4	2	·	·	-2	·
O=C(NN(C(=O)c1ccccc1)c1ccccc1)c1ccccc1	4	1	-4	-10	-1	0	-2
CC(O)CNC(=O)c1ccc(-c2nn(C)c(=O)c3ccccc23)cc1 (stereo not drawn)	1	3	0	-7	1	-4	3
COc1ccc(S(=O)(=O)N2CCOCC2)cc1NC(=O)Cc1c(F)cccc1Cl	·	5	1	4	8	-1	·
O=C(Nc1ccc2nc3n(c(=O)c2c1)CCCCC3)C(=O)N1CCN(c2ccc(F)cc2)CC1	-5	-2	3	-4	11	3	3
COc1ccc(Cl)cc1C=CC=NNS(=O)(=O)c1ccc(C)cc1	·	3	·	·	·	1	1
O=C(NCC1CCCO1)/C(=C/c1cn(-c2ccccc2)nc1-c1cccnc1)NC(=O)c1ccccc1 (stereo not drawn)	·	7	·	·	·	2	12
C[C@@H]1CN([C@@H](C)CO)S(=O)(=O)c2ccc(-c3ccccc3)cc2O[C@@H]1CN(C)Cc1cncnc1	-1[16.7 µM]	0	0	-6	-21	2	9
C[C@H](CO)N1C[C@H](C)[C@H](CN(C)S(=O)(=O)c2ccc(F)cc2)Oc2ccc(NC(=O)CCN3CCOCC3)cc2C1=O	-6[16.7 µM]	-4	0	3	44	·	·
CC(C)(C)OC(=O)NCCCC[C@H](NC(=O)c1[nH]cnc1C(=O)Nc1ccccc1)C(=O)OC(C)(C)C	0	-1	1	8	-13	-3	9
O=C(NCCC1=CCCCC1)c1coc(=O)c(Br)c1	·	·	-7	-2	24	·	-7
Cc1c(S(=O)(=O)Nc2ccc3c(c2)OCCO3)c(=O)n(C)c(=O)n1C	0	0	6	-7	2	-2	2
O=C(NNC(=O)c1cnccc1C(F)(F)F)c1ccccc1	-2	1	3	0	2	2	-2
COc1ccccc1NC(=O)COc1cccc(-n2cnnn2)c1	16	·	0	-6	3	·	·
C[C@@H]1CN([C@@H](C)CO)C(=O)Cc2cc(NS(=O)(=O)c3ccc(F)cc3)ccc2O[C@@H]1CN(C)C(=O)Nc1ccc(F)cc1	-3[16.7 µM]	6	-3	2	6	-1	-4
Cc1cccc(OCC(=O)Nc2ccc3c(c2)nc(CCN2CCC(C)CC2)n3C)c1	2	5	-2	8	-48	-1	-2
Cc1cc(C)c(S(=O)(=O)Nc2ccc[nH]c2=O)c(C)c1	-1	·	0	-3	-12	·	-3
C[C@@H]1CN([C@@H](C)CO)C(=O)c2c(c3ccccc3n2C)-c2ccccc2CO[C@@H]1CN(C)S(=O)(=O)c1ccc(Cl)cc1	·	19	100*	3	53	9	-14
CCN(CC)S(=O)(=O)c1ccc(N2CCOCC2)c(NC(=O)C2CSC3(C)CCC(=O)N23)c1 (stereo not drawn)	-3	-6	-1	·	·	-4	2
C[C@H](CO)N1C[C@H](C)[C@H](CN(C)S(C)(=O)=O)OCCCC[C@H](C)Oc2ccc(N(C)C)cc2C1=O	-1[16.7 µM]	4	0	2	27	4	3
Cc1sc2nc(SCCO)n(-c3ccccc3)c(=O)c2c1C	-5	0	0	-4	51	-2	-6
CNC(=O)C(=O)NCC1OCCN1S(=O)(=O)c1ccc(OC)c(OC)c1 (stereo not drawn)	-7	-14	-1	·	·	-2	-8
CS(=O)(=O)Nc1cc2c3c(c1)CCC(=O)N3CCC2	-3	3	3	-2	1	1	-17
C/C(=N\NC(=O)c1nn(C)cc1Br)c1ccc(NC(=O)c2ccncc2)cc1	·	-6	17	·	·	·	-5
CCOC(=O)c1nn(-c2ccccc2)c2nnc(Cc3ccc(C)cc3)c(=O)n12	5	0	7	·	·	-4	-6
CCO[C@@H]1OC(C(=O)O)=C[C@H](c2ccc3c(c2)OCO3)[C@H]1CCCO	1	0	1	-1	2	·	-4
COc1cccc(NC(=O)CN(C)C(C)C(=O)Nc2ccc(C(C)=O)cc2)c1 (stereo not drawn)	·	-2	·	·	·	-8	-3
CCN1CCN(C(=O)c2cc(-c3ccco3)nc3ccccc23)CC1	·	0	3	-4	-1	-34	-6
N#CC1=C(SCC(N)=O)NC(=O)CC1c1ccccc1Cl (stereo not drawn)	-2	0	1	5	·	1	3
Cn1cc(P(=S)(N2CCOCC2)N2CCOCC2)cc1P(=S)(N1CCOCC1)N1CCOCC1	-2	-1	-2	-2	2	-2	-89
C[C@H](CO)N1C[C@H](C)[C@@H](CN(C)Cc2ccc3c(c2)OCO3)Oc2c(NS(=O)(=O)c3ccccc3)cccc2C1=O	49[16.7 µM]	1	-2	2	-36	-4	-8
O=C(C[C@@H]1CC[C@@H](NS(=O)(=O)c2ccc(F)cc2)[C@@H](CO)O1)NCCN1CCCCC1	·	-7	0	-2	-3	1	·
C[C@H](CO)N1C[C@H](C)[C@H](CN(C)C(=O)C2CCOCC2)Oc2cc(-c3ccc(C(=O)N(C)C)cc3)ccc2S1(=O)=O	-3[16.7 µM]	1	-2	-6	10	-1	-12
O=C(CSC1=Nc2ccccc2C2CC=NN12)Nc1ccc(F)cc1Cl (stereo not drawn)	·	3	·	·	·	0	-4
Cc1ccc(C)c(N2CCN(S(=O)(=O)c3cc4c(cc3Cl)NC(=O)CO4)CC2)c1	·	5	1	-3	7	-5	-2

Gathered by group, the entries above containing a COOH group (2)
SMILES	miR122 inh	ERp5 inh	Cneo AK release	esBAF inh	C2C12 statin	SIRT5 inh	ARNT-TACC3 inh
O=C(O)CCCC(=O)Nc1ccccc1-n1ccnc1	-4	·	-1	1	-1	·	-3
CCO[C@@H]1OC(C(=O)O)=C[C@H](c2ccc3c(c2)OCO3)[C@H]1CCCO	1	0	1	-1	2	·	-4
